F508del corr: correctors of CFTR F508del function in bronchial epithelial cells | CFBE cells, YFP halide quenching; stimulated with forskolin plus potentiator P3; % fluorescence drop versus neutral controls | activity (quench increase), % at 7.58 µM | actives 0.36% (n = 350,000) | AID 720511;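 active = mean added fluorescence quench of at least 8% versus neutral control, with both replicates also reaching 8%; inconclusive = only one of the mean or replicate conditions met; inactive = mean below 8% and not both replicates reaching 8%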;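 also: cells transiently co-express mutant CFTR-F508del with the halide-sensitive YFP; corrector assay measuring rescue of mutant channel to the surface after 24 h compound exposure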
EWS-Fli block: inhibitors of EWS/Fli oncoprotein transcriptional activity; actives 0.67% (n = 350,000); A673 NR0B1-luciferase reporter, viability-normalised; inhibition, % at 12.6 µM;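 active = mean inhibition of at least 50% after viability correction, with every replicate also passing that limit; inconclusive = mean reaches 50% but only one of two replicates passes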;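 also: firefly luciferase signal divided by Alamar Blue viability fluorescence both relative to DMSO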
ERp5 block: blocks human ERp5 reductase activity on insulin; Q15084; ERp5 insulin aggregation, absorbance 650 nm, 90 min; inhibition, % at 9.99 µM; actives 0.05% (n = 350,000); AID 651711;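 active = mean replicate inhibition above about 25%, with every replicate also reaching it, limit read from the data, passing the limit was not always enough; inconclusive = only one of those two criteria met; inactive = neither criterion met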
Target sequence (Q15084 whole entry, looked up): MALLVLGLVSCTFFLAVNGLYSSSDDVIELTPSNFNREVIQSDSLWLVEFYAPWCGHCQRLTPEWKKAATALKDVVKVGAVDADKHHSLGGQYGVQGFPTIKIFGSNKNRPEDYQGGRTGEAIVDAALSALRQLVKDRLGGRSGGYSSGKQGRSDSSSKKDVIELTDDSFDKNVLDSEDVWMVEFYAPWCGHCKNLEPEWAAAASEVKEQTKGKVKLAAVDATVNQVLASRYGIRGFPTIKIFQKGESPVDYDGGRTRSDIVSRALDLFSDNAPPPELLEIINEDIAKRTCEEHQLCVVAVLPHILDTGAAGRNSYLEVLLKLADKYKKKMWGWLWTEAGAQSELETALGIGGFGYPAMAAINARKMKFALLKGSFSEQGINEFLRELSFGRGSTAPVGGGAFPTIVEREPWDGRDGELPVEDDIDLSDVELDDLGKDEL
DENV2 CPE: DENV2-induced cell death inhibition. DENV2-infected cells, cytopathic effect rescue, plate reader. CPE inhibition, % at 9.99 µM. actives 1.7% (n = 350,000); in the data active = CPE inhibition above about 20%, passing the limit was not always enough; inconclusive = no clear call, values can overlap the other calls; tested in BHK-21 cells;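 also: 0% = median of neutral control wells and 100% = median of positive control wells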
XiGFP reactiv: reactivates the inactive X chromosome in mouse fibroblasts; AID 743238; XiGFP mouse fibroblasts, % GFP-positive cells imaging, 3 d; cells co-treated with 5-aza-dC sensitizer; scaled so ellipticine positive control = 100%; activation, % at 7.58 µM; actives 0.055% (n = 360,000);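 active = mean normalized replicate activation at least 10% and every replicate at or above 10%; inconclusive = only one of the two criteria met; inactive = mean below 10% and not all replicates reach 10%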;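 also: 0% = median of on-plate neutral control wells and 100% = ellipticine 6 µM median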
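Assay system – SV40-immortalized XiGFP fibroblast cells, line 68-5-11 · Buffer or medium – DMEM supplemented with 5-aza-dC as sensitizing agent · Dosing – one concentration, pinned · Benchmarks – positive control ellipticine, 6 µM final · Times – 3 days compound exposure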
INS-1E GSIS act: GLuc luminescence reporter in INS-1E cells, primary screen for activators of glucose-dependent secretion of insulin | activation, % at 16.6 µM | actives 0.61% (n = 370,000) | INS-1E GLuc reporter insulin secretion, 2-3 h | AID 743287;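 active = lowest replicate activation of at least 40%, so every replicate reaches that level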;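 also: 0% = median of neutral control wells and 100% = median of IBMX positive control wells; some compounds called inactive have numbers as strong as hits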
PAX8 inh HTS: lowers PAX8-driven luciferase in RMG-I cells. inhibition, % at 12.6 µM. RMG-I TPO-luciferase reporter, SteadyGlo, 24 h. AID 652154. actives 1.2% (n = 360,000);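 active = mean replicate inhibition at least 60% with every replicate also reaching 60%; inconclusive = only one of the two criteria is met; inactive = mean below 60% and not all replicates reaching 60%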;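 also: luciferase light reporting Pax8 driven TPO promoter activity; plate controls were median of neutral control wells for no effect and mitoxantrone controls for full effect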
ARNT TACC3 PPI: ARNT/TACC3 interaction disruption. inhibition, % at 9.99 µM. AID 623870. actives 0.66% (n = 390,000). AlphaScreen His-ARNT PAS-B/GST-TACC3 binding, luminescence; TACC3 fragment carries E629A point mutation;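 active = mean inhibition of replicates at least 50% and at least half of replicates each reaching 50%; inconclusive = half or more replicates reach 50% but mean below 50%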;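 also: 0% = complete ARNT plus TACC3 wells and 100% = ARNT alone without TACC3; many hits fall short of the cut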
Starred values were filed as active, the others as inactive; ? = inconclusive; . = no result given; & = joins results of further samples.

SMILES | F508del corr | EWS-Fli block | ERp5 block | DENV2 CPE | XiGFP reactiv | INS-1E GSIS act | PAX8 inh HTS | ARNT TACC3 PPI
COc1cc(/C=N/NC(=O)CC#N)cc(Br)c1O | 1.2 | 0.5 | -7.7 | 7.3 | 0.0 | 3.1 | -6.9 | 58.3*
C[C@@H]1CN([C@@H](C)CO)C(=O)c2cccc(NS(=O)(=O)c3ccc(F)cc3)c2O[C@H]1CN(C)Cc1ccc(Oc2ccccc2)cc1 | 1.2 | -3.7 | . | . | -0.5 | -12.0 | -0.5 | .
NNC(=O)c1ccc(Cn2cc(Br)cn2)cc1 | . | . | . | . | 0.3 | 47.7 | -12.9 | -1.5
COC(=O)CCCC(=O)N1CCCC(CNS(=O)(=O)c2ccc(OC)cc2)C1 (stereo not drawn) | 1.9 | 0.2 | -4.2 | -1.0 | 0.3 | 19.6 | 3.4 | -4.3
CCC(=O)N1CC2(C1)CN(CC1CCOCC1)[C@@H](CO)c1c2c2ccc(OC)cc2n1C | 1.9 | -5.0 | -2.8 | -8.3 | 0.1 | -6.5 | . | .
Cn1cc(Cc2ccc(C(=O)N3CCN(Cc4ccccc4)CC3)cn2)c2ccccc21 | -2.8 | 8.3 | -3.3 | -0.8 | 0.0 | -17.2 | 20.1 | .
CC(/C=C/c1ccccc1)=N/NC(=O)c1cccc(Br)c1 | . | 16.7 | 1.9 | -3.1 | -0.1 | 8.2 | 13.6 | .
CC(C)CC(=O)NC(=S)Nc1nc(-c2ccc(Cl)cc2)cs1 | 2.6 | 4.6 | 4.2 | 2.1 | 0.1 | 9.5 | -7.0 | -10.3
O=C(CCC1CCCCC1)Nc1ccccc1C(=O)N1CCOCC1 | 0.6 | -2.1 | -3.3 | 1.3 | 0.1 | 2.2 | 3.0 | -2.1
COc1ccc(NC(=O)c2cc3ccccc3[nH]2)cc1 | -2.7 | -100.9 | 0.1 | 1.1 | 0.2 | 14.7 | -139.4 | 8.5
CSCCC(NS(=O)(=O)c1ccc2c(c1)oc(=O)n2C)C(=O)NCc1cccs1 (stereo not drawn) | -1.3 | -9.3 | 1.4 | 2.6 | -0.2 | 5.3 | -4.1 | -6.5
CN(C(=O)CSc1nccc(=O)[nH]1)C1CCCCC1 | -0.2 | -5.5 | 4.9 | . | -0.3 | 3.1 | -16.6 | 29.4
Cc1nc(-c2ccc(S(=O)(=O)N3CCN(c4ccccc4)CC3)cc2)co1 | -1.8 | -6.9 | 11.2 | -6.7 | 0.0 | 4.3 | -2.0 | -11.3
CC1CC(C)CN(CCCNS(=O)(=O)c2cc(Br)cc3c2N(C(=O)C2CC2)CC3)C1 (stereo not drawn) | -0.2 | 11.4 | -4.4 | -4.5 | 0.0 | 18.5 | 16.2 | 8.9
COc1ccc(CCn2c(NN)nc3c2c(=O)[nH]c(=O)n3C)cc1 | ? | 46.4 | -4.1 | 1.4 | 0.5 | 12.2 | 11.2 | 12.0
Cn1ccc2c(-c3cccc(C=O)c3)cc3c(c21)C1CCC3C1 (stereo not drawn) | -3.4 | -7.2 | 9.1 | 4.0 | 0.0 | . | -22.6 | .
O=C(C[C@@H]1C=C[C@H](NS(=O)(=O)c2ccc(F)cc2)[C@H](CO)O1)N1CCc2ccccc2C1 | 0.3 | 6.6 | 5.5 | 10.2 | 0.0 | 2.1 | -7.8 | -6.4
CCOC(=O)c1cnc2ccc(C(=O)OC)cc2c1NCCCN1CCOCC1 | 4.4 | 0.6 | 3.4 | -5.6 | 1.2 | 6.8 | 17.0 | 11.8
CCOC(=O)C1=C(O)CSC1=Nc1ccc(C)cc1 | 0.5 | 8.9 | 7.2 | . | 0.0 | 16.8 | 0.4 | -0.4
COc1ccc(-c2cc(NC=O)c3ncc(-c4cccc(OC)c4)n3c2)cc1 | 4.2 | 44.9 | 1.8 | -6.7 | 0.1 | 25.2 | 8.5 | .
CC(C)(C)c1ccc(C(=O)N2CCC2(C)C(=O)NCc2cccs2)cc1 (stereo not drawn) | -0.7 | 5.0 | -3.7 | -6.8 | 0.0 | -6.1 | 14.5 | .
Cc1ccc(S(=O)(=O)N2CCN(Cc3cc(=O)n4ccccc4n3)CC2)c(C)c1 | -1.7 | 8.5 | 7.0 | 5.1 | -0.1 | . | 11.5 | -10.4
O=C(/C=C/c1ccc2ccccc2n1)c1cc(Br)ccc1O | 0.0 | -19.4 | -2.6 | -8.0 | 0.0 | -0.3 | -9.6 | -5.7
COc1ccc(NC(=O)COC(=O)c2ccc(C)c(S(=O)(=O)N3CCCCC3)c2)cc1 | 2.1 | 8.0 | -0.8 | 2.9 | 0.0 | -8.1 | 16.8 | -2.7
C[C@@H]1CCCCO[C@@H](CN(C)C(=O)CCC(F)(F)F)[C@@H](C)CN([C@H](C)CO)C(=O)c2cc(N(C)C)ccc2O1 | 2.2&0.1&0.5 | 1.4&-6.5 | -3.6&-0.5&-1.9 | -12.0&-5.6&-6.8 | 0.5&-0.1 | -10.6&14.9 | -6.2&-11.8&-16.8 | -17.8&12.0
CN(C)C(=O)c1ccc(NC(=O)COC(=O)C2CCN(S(=O)(=O)c3ccc4c(c3)OCCO4)CC2)cc1 | 1.5 | -4.8 | -1.9 | -4.8 | -0.1 | -2.9 | 0.0 | -17.1
C#CCOCCOCCOCCNc1nc(N2CCN(C(=O)Cn3cc(CCCCN)nn3)CC2)nc(N2CCN(C(=O)[C@H](C)n3cc(CCC(=O)O)nn3)CC2)n1 | -0.6 | -6.5 | . | . | 0.0 | 7.5 | -14.8 | -11.3
CC(=O)c1cccc(NC(=O)CCc2nnc3ccc(NCc4ccco4)nn23)c1 | 3.9 | . | -3.3 | 7.2 | 0.0 | 3.0 | -8.9 | -15.3
COc1ccc(C(NC(=O)CC(C)C)c2c(O)ccc3ccccc23)cc1 (stereo not drawn) | 0.0 | 3.7 | 2.0 | -2.9 | 0.2 | -6.3 | 11.7 | 4.7
COc1ccc(NC(=O)N(C)C[C@@H]2Oc3ccc(NC(=O)Cc4ccccc4)cc3CC(=O)N([C@@H](C)CO)C[C@@H]2C)cc1 | -1.5 | -12.7 | -0.7 | 3.1 | 0.2 | 2.9 | -4.1 | -4.6
CCOCCCNC(=O)C(c1ccc(Cl)cc1)N1CCN(c2ccccc2)CC1 (stereo not drawn) | 0.8 | -3.0 | -1.7 | 18.2 | 0.2 | . | 3.4 | -12.6
O=C(C[C@@H]1CC[C@@H](NC(=O)Nc2ccccc2)[C@@H](CO)O1)NCc1ccccn1 | -2.5 | -8.3 | 5.6 | 2.7 | -0.5 | 3.0 | -6.4 | -33.6
COc1cccc(/C=C/C(=O)OCC(=O)Nc2ccccc2Sc2ccccc2)c1 | . | 5.8 | 2.4 | 1.9 | 0.0 | 8.0 | 5.4 | -4.0
COc1ccc(/C=C2\C(=O)NCC(=O)N2C)cc1 | -2.2 | 1.3 | 7.2 | 11.6 | 0.0 | 5.5 | -12.4 | -11.8
Cc1ccc(S(=O)(=O)N(C)c2ccc(C)c([N+](=O)[O-])c2)cc1 | -1.0 | -3.1 | -10.5 | 1.0 | 20.9* | 7.6 | 6.8 | 10.8
CC1=CC(=O)C(C(C)C)=C/C1=N\OC(=O)c1cccc2nc(C)oc12 | -2.0 | 4.3 | -7.8 | -0.6 | 0.0 | -1.1 | 31.1 | 1.5
COCC#Cc1cnc2c(c1)C(=O)N([C@@H](C)CO)C[C@@H](C)[C@@H](CN(C)Cc1ccc3c(c1)OCO3)O2 | 1.6 | -5.4 | -6.0 | . | -1.0 | 9.1 | -2.0 | -7.1
CC1Oc2ccccc2N(CC(=O)N2CCCCC2)C1=O (stereo not drawn) | 0.7 | -0.8 | -1.3 | -3.5 | 0.1 | 20.9 | -0.9 | 0.7
Clc1ccccc1Cn1nnc2ccccc21 | 5.9 | 4.9 | 20.7 | 2.1 | 0.0 | 8.1 | -8.4 | -4.7
Cc1ccsc1C(=O)NNC(=O)COc1ccccc1Cl | -1.1 | -3.0 | 4.1 | 9.4 | 0.2 | 0.9 | . | 3.7
COc1ccc(-c2c(C)nn3c(N4CCOCC4)cc(C)nc23)cc1OC | -2.2 | 9.5 | -2.3 | -4.4 | 0.2 | 4.0 | 13.9 | 3.8
COc1ccc2c3c([nH]c2c1)[C@H](CO)N(C(=O)C1CCC1)CC31CN(Cc2nccs2)C1 | -0.5 | 3.9 | -9.7 | -0.4 | 0.3 | 1.7 | 13.6 | .
N#Cc1cccc(OCCCN2CCC(C(O)(c3ccccc3)c3ccccc3)CC2)c1 | 0.6 | 1.6 | 4.1 | -0.6 | 0.1 | -34.2 | -5.2 | .
Cc1cc2c(nc1C)CCCN2Cc1ccc(Br)cc1 | 2.9 | -2.5 | 0.8 | -6.9 | 0.4 | . | 15.6 | .
COc1ccc2c3c([nH]c2c1)[C@H](CO)NCC31CN(C(=O)Nc2ccc3c(c2)OCO3)C1 | 0.2 | -5.2 | -0.7 | -7.8 | 0.0 | 22.0 | -16.3 | .
O=C(O)CC(NC(=O)c1ccncc1)c1ccccc1 (stereo not drawn) | -2.3 | 4.0 | -0.7 | -0.5 | 0.1 | -1.0 | 22.1 | -2.0
N#Cc1cc2ccccc2nc1N | 5.7 | 7.6 | 8.5 | -1.8 | 0.2 | 2.0 | -7.3 | .
Cc1c(Cl)cccc1NC(=O)Cc1ccc([N+](=O)[O-])cc1 | -1.8 | 11.6 | 3.4 | 5.7 | 0.0 | 7.4 | 8.7 | .
COc1ccc(NC(=O)N(C)C[C@H]2OCCCC[C@@H](C)Oc3ccc(NS(=O)(=O)c4cccs4)cc3C(=O)N([C@@H](C)CO)C[C@H]2C)cc1 | -1.6 | 5.6 | -0.5 | 0.9 | -0.9 | 0.3 | . | .
Cc1ccc(S(=O)(=O)CCC(=O)Nc2cccc([N+](=O)[O-])c2)cc1 | -0.5 | 14.1 | -1.3 | 6.4 | 0.0 | -5.2 | 11.1 | 3.4
C[C@@H]1CN([C@H](C)CO)C(=O)c2cc(NS(=O)(=O)c3ccccc3)ccc2O[C@H]1CN(C)Cc1ccc(Oc2ccccc2)cc1 | 0.9 | -13.7 | -3.6 | -2.3 | -1.2 | -15.7 | 24.2 | 7.5
CCOC(=O)Cc1c(C)nc(N)[nH]c1=O | -0.1 | -11.2 | 22.0 | 2.8 | 0.0 | -4.1 | 1.7 | -7.2
CC(C)(C)c1ccc(Cn2c(=O)cnc3ccccc32)cc1 | -0.1 | 78.3* | 4.5 | -1.8 | 0.0 | -1.8 | 27.1 | .
COc1ccc(NC(=O)Nc2cccc3c2O[C@@H](CN(C)C(=O)Nc2cccc4ccccc24)[C@@H](C)CN([C@@H](C)CO)C3=O)cc1 | -2.1 | -10.4 | . | -3.8 | -0.2 | -15.7 | 29.6 | 36.8
Cc1ccc(S(=O)(=O)N2CCCC2CNC(=O)C(=O)Nc2ccc(F)cc2)cc1 (stereo not drawn) | -0.8 | 5.4 | -2.1 | -7.5 | 0.0 | -24.2 | . | -5.4
COc1ccc(/C=C/C(=O)NCCSCc2ccco2)cc1 | . | . | . | . | 0.2 | -4.4 | -12.7 | -3.7
